mcGAS inh = inhibitors of mouse cGAS; Q8C6L5; recombinant cGAS, Kinase-Glo ATP depletion luminescence; inhibition, % at 12.5 µM; 0.15% of 160,000 active; AID 1259399;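 note: 0% = negative control wells and 100% = reference inhibitor with no enzyme activity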
hcGAS lum = blocks human cGAS activity; recombinant h-cGAS, ATP depletion, Kinase-Glo luminescence; 0.081% of 290,000 active; inhibition, % at 12.5 µM;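 note: 0% = vehicle reaction and 100% = reaction without DNA for no activity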
Target sequence (Q8N884 whole entry, looked up): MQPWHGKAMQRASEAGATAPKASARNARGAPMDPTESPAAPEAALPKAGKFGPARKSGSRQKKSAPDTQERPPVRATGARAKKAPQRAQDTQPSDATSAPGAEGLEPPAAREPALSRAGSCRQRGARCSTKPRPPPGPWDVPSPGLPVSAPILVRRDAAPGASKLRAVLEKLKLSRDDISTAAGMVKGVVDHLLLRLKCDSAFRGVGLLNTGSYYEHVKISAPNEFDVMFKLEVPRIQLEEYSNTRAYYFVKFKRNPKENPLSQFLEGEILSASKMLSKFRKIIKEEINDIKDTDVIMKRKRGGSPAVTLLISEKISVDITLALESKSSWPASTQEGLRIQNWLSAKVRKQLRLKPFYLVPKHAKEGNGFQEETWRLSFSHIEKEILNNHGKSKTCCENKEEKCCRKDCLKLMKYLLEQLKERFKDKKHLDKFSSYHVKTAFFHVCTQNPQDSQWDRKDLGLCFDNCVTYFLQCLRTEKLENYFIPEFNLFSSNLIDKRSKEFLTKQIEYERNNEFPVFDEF
NPYLR7 agonist = activates Aedes aegypti NPYLR7 receptor; HEK293T NPYLR7/Galpha15, GCaMP6s calcium fluorescence; 0.15% of 270,000 active; AID 1259423; activation, % at 10 µM; in the data active = activation above about 40%;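 note: 0% = vehicle and 100% = reference agonist at the receptor; some compounds past the cut are filed as inactive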
* hit, by the source's call; · = not tested or not shown; & = joins results of further samples. Cut-off read from the data, not from the text of the source, unless noted: active = inhibition above about 40%; inactive = the rest.

SMILES	mcGAS inh	hcGAS lum	NPYLR7 agonist
Cc1nc2sc(C)c(C)n2c(=O)c1NC(=O)CCSc1ccccc1	·	-5	12
c1ccc(-c2csc(N3CCOCC3)c2-c2ccccc2)cc1	·	-6	2
COCCCN(Cc1c(-c2ccccc2)noc1N1CCCC1)C(=O)c1cccc(C(F)(F)F)c1	-7	-4	11
COc1ccc(S(=O)(=O)Oc2cc(CNCC3CCCO3)ccc2OC)cc1 (configuration not stated)	·	2	7
Fc1ccc(-c2nc(NCc3ccc(C(F)(F)F)cc3)c3ccccc3n2)c(F)c1	-7	-9	0
O=C1CC2(CCN(C(=O)c3cccnc3Oc3ccc(Cl)cc3)CC2)Oc2ccccc21	-6	-4	-6
COc1ccc2nc(N(CCCN3CCOCC3)C(=O)c3ccc(Br)s3)sc2c1	-2	4	-8
Cc1ccc(NC(=O)CCNC(=O)C(C)(C)C)cc1C(=O)NC(C)C	-16	-5	7
COC(=O)CCc1c(C)nn(-c2ccc(C(=O)NCCCCc3ccccc3)cc2)c1C	-5	-4	2
CC(O)CN1C(=O)CSC1c1cccc(C(F)(F)F)c1 (configuration not stated)	0	1	-6
CN(C)CCNc1ncnc2sc3c(c12)CCCC3	-2	-8	-2
CCOC(=O)N1CCN(c2c(NCCCN3CCCC3)c(=O)c2=O)CC1	-3	-4	8
CCc1nc2n(n1)C(=O)C(C(c1ccc(OC)cc1)N1CCN(c3ccc(OC)cc3)CC1)S2 (configuration not stated)	-6	-3	-1
NCCCCN	-5&-2	8&-1	2&-7
CC(C)C1C(=O)N(C)CCN1Cc1ccc(C(=O)Nc2cnn(C)c2)cc1 (configuration not stated)	-14	1	2
O=C(NNC(=O)C1CCCC1)c1ccc(=O)n(Cc2ccc(Cl)cc2)c1	-8	-6	-9
O=C(NC(C1CC1)C1CC1)c1ccccc1Br	·	-13	0
CSCCC(C)NCC1CCN(C2CCCC2)CC1 (configuration not stated)	-11	-10	11
CC1=NC(C)=C(C#N)C(c2cc(Br)ccc2OC(F)F)C1C#N (configuration not stated)	·	-6	-4
CCCN(CC(=O)Nc1cc(Cl)ccc1C#N)Cc1nc2ccsc2c(=O)[nH]1	·	-12	5

Fetched by compound from the list above, 7 records:
SMILES	mcGAS inh	hcGAS lum	NPYLR7 agonist
CCOC(=O)N1CCN(c2c(NCCCN3CCCC3)c(=O)c2=O)CC1	-3	-4	8
O=C(NNC(=O)C1CCCC1)c1ccc(=O)n(Cc2ccc(Cl)cc2)c1	-8	-6	-9
c1ccc(-c2csc(N3CCOCC3)c2-c2ccccc2)cc1	·	-6	2
COc1ccc(S(=O)(=O)Oc2cc(CNCC3CCCO3)ccc2OC)cc1 (configuration not stated)	·	2	7
NCCCCN	-5&-2	8&-1	2&-7
COCCCN(Cc1c(-c2ccccc2)noc1N1CCCC1)C(=O)c1cccc(C(F)(F)F)c1	-7	-4	11
O=C1CC2(CCN(C(=O)c3cccnc3Oc3ccc(Cl)cc3)CC2)Oc2ccccc21	-6	-4	-6

Other entries:
SMILES	mcGAS inh	hcGAS lum	NPYLR7 agonist
Cc1cccc(Nc2nc(N3CCOCC3)ncc2F)c1C	·	-13	-25
CC1CCCN(Cc2nc3c(c(=O)n(C)c(=O)n3C)n2Cc2cccc3ccccc23)C1 (configuration not stated)	-8	-4	9
CCc1c(C)nc(-c2cccc(C(F)(F)F)c2)nc1N1CCN(S(=O)(=O)c2ccc(Cl)cc2)CC1	-4	-4	-5
OCCCn1c(-c2ccccc2)cn2c3ccccc3nc12	·	-6	-15
COc1ccc(C2c3c(n[nH]c3-c3cccc([N+](=O)[O-])c3)OC(=N)C2C#N)cc1 (configuration not stated)	·	-4	-5
CCC(C)N(Cc1c(-c2ccccc2)noc1N1CCC(C)CC1)C(=O)c1ccc(F)cc1 (configuration not stated)	-7	-11	5
CCn1nc(C)c(Br)c1C(=O)Nc1ccc(-c2onc3c2CCc2ccccc2-3)cc1	-4	-2	8
Cc1occc(=O)c1OC(=O)c1ccco1	·	-4	0
Cc1cc(C)cc(C2(C(=O)Nc3nc(C)c(SCC(N)=O)s3)CC2)c1	·	0	-8
CCn1c(SCc2cccc(C(=O)OC)c2)nnc1-c1c2c(nc3ccccc13)CCC2	-5	-2	-3
NC(=O)c1cccnc1N1CCN(c2cccc(C(F)(F)F)c2)CC1	·	-15	2
CCCSc1ncccc1C(=O)NC(C)CC(C)C (configuration not stated)	-3	-1	-6
Cc1ccoc1C(=O)N1CCN(CC(=O)NC(C)(C)C)CC1	·	-9	-1
COCCN1CCCC2(CCN(Cc3cnn(C)c3C)C2)C1 (configuration not stated)	·	-7	1
CCn1nc(CC(C)C)cc1C(=O)N1CCC(CCC(=O)NCC2CCCO2)CC1 (configuration not stated)	·	-10&-3	3
Fc1ccccc1CSC1=NCCN1	·	-5	2
CCn1ccnc1CN(C)C(=O)c1cc(COc2ccccc2SC)on1	-4	-1	10
O=C(c1nn(-c2ccccc2F)c(=O)n(Cc2ccc(C(F)(F)F)cc2)c1=O)N1CCCC1	-6	-7	10
CCOC(=O)C1=C(C)N=c2s/c(=C/c3ccc(Cl)c(Cl)c3)c(=O)n2C1/C=C/c1ccccc1 (configuration not stated)	-2	-3	-6
CN1C(=O)C(=O)c2cc(Br)cc(Br)c21	-1	-4	-2
O=C(COc1cc(F)ccc1F)Nc1cccc(-n2cnnc2)c1	·	-12	15
O=C(Cc1csc(-n2cccc2)n1)NCCn1nc(-c2ccco2)ccc1=O	·	-6	-2
CC1CN(C(=O)CCCCSc2nnc(Cc3ccccc3)n2-c2ccc(Cl)c(Cl)c2)CCN1C(=O)c1ccc(Cl)c(Cl)c1 (configuration not stated)	-7	-10	0
CCC[C@@H]1CN(c2nc(N(C)C)ns2)C[C@H]1C(=O)O	-5	-6	·
NS(=O)(=O)c1cc(F)cc(NC(=O)N2CCc3ccccc3C2)c1	·	-6	15
O=c1c[n+]([O-])c2ccccc2n1OCc1ccccc1[N+](=O)[O-]	·	-7	2
Cc1oc(C(=O)Nc2n[nH]c(C(F)(F)F)n2)cc1S(=O)(=O)N1CCCC1	-10	-4	6
COc1cccc(Cn2nccc2NC(=O)c2scnc2C)c1OC	-3	1	-5
CCC1=C(C(=O)OC)C(c2ccc(NC(=O)Cc3ccc(OC)cc3)cc2)NC(=S)N1CC (configuration not stated)	-7	-4	17
N#Cc1ccccc1CS(=O)(=O)NC1CCCCC1	-5	-6	-1
Cc1csc(SCC(=O)N2CCCC(c3nc(SCC4CCCO4)ncc3C)C2)n1 (configuration not stated)	-10	-8	7
O=C(CC(c1cccc2c1OCO2)c1c[nH]c2ccccc12)NCc1ccccc1 (configuration not stated)	-6	-3	2
O=C(NC1CCC(NC(=O)[C@H]2CCCN2C(=O)c2ccco2)CC1)c1ccccc1 (some centres not stated)	-5	-6	22
CCc1nn(C)c(-c2nnc(C(F)(F)F)o2)c1Cl	·	-1	-1
Cc1ccc(-n2c(SCCCC(=O)N3CCN(C(=O)c4ccc(Br)cc4)C(C)C3)nnc2-c2ccccc2)cc1 (configuration not stated)	-6	-13	18
Cc1cc(C)cc(NC(=O)Cn2nc3ccc(SC(C)C)nn3c2=O)c1	-10	-6	·
CSC(=Nc1cccc([N+](=O)[O-])c1)SC	·	-4	19
CCN1CCCC1CNC(=O)NC1CC(=O)N(c2ccc(OC)c(OC)c2)C1 (configuration not stated)	-9	-8	-3
COc1ccc(C(=O)N2C[C@@H](O)[C@H](NCCc3cnc[nH]3)C2)cc1	·	-4	-3
COc1ccc(-c2nc3ccc(C)cn3c2NC(=O)C2CCC2)cc1OC	-9	-10	6
CC1CCC(NC(=O)c2nc(NCc3ccccc3)ncc2Cl)CC1 (configuration not stated)	·	-5	4
Fc1ccc(CN2CCCN(Cc3nc(-c4ccccn4)no3)CC2)cc1	-13	-10	25
O=C(NCCc1ccccc1)N(Cc1ccoc1)CC(F)(F)F	-4	-4	-19
COc1ccc(CCn2c(SCC(N)=O)nc3scc(-c4cccs4)c3c2=O)cc1OC	-8	-7	1
Cc1ccoc1C(=O)N(C)Cc1ccc2nsnc2c1	-9	-3	1
Cc1ccc(CN2CCN(Cc3cnc(-c4ccccc4C)nc3)CC2CCO)o1 (configuration not stated)	·	-8	2
O=C(c1ccc2c(c1)OCO2)N(CCn1cccn1)c1nc2ccccc2s1	-1	2	-8
CC1(C)CNC(=O)CN(S(=O)(=O)c2ccc(F)cc2)C1	-6	5	13
CN(C)Cc1ccccc1S(=O)c1cccc(O)c1 (configuration not stated)	·	-7	2
O=C(CSc1nnnn1C1CCCC1)NCC1(N2CCOCC2)CCCCC1	-1	6	1

3 successive compounds already listed, for reference:
SMILES	mcGAS inh	hcGAS lum	NPYLR7 agonist
CC1(C)CNC(=O)CN(S(=O)(=O)c2ccc(F)cc2)C1	-6	5	13
CN(C)Cc1ccccc1S(=O)c1cccc(O)c1 (configuration not stated)	·	-7	2
O=C(CSc1nnnn1C1CCCC1)NCC1(N2CCOCC2)CCCCC1	-1	6	1

Continuation:
SMILES	mcGAS inh	hcGAS lum	NPYLR7 agonist
Cc1ccsc1CN(CC(C)C)C(=O)c1cc2ncc(CCO)cn2n1	·	-8	-4
CCCc1cc(=O)[nH]c(SCC)n1	-5	1	4
Oc1c(Cl)cc(Cl)cc1CNCCN1CCCC1	·	2	5
COc1cccc(CN(C)CC(=O)c2c[nH]c(C(=O)N3CCCC3)c2)c1	·	-12	-6
CC(C)(C)c1ccc(-c2cc(NCCc3cccnc3)n3nccc3n2)cc1	·	-11	2
CC(=O)N[C@H]1CCN(c2nc(-c3ccncc3)nc3c2CCN(C(C)=O)C3)C1	-14	-10	4
C=CCN(Cc1nc2scc(-c3ccccc3OC)c2c(=O)[nH]1)CC(C)O (configuration not stated)	-6	-6	-3
CCc1nc2ccc(C(=O)NCCc3ccccn3)cn2c1N(C)CCCc1ccccc1	-1	-2	2
CCCCN(C)c1c(C)nc2ccc(C(=O)N3CCN(C(C)=O)CC3)cn12	-3	-7	-3
C1=CCC(CN2CCCC(c3ccnc(SCCN4CCCC4)n3)C2)CC1 (configuration not stated)	-11	-6	28

Among those listed so far, these contain a tert-butyl group:
SMILES	mcGAS inh	hcGAS lum	NPYLR7 agonist
Cc1ccc(NC(=O)CCNC(=O)C(C)(C)C)cc1C(=O)NC(C)C	-16	-5	7
Cc1ccoc1C(=O)N1CCN(CC(=O)NC(C)(C)C)CC1	·	-9	-1
CC(C)(C)c1ccc(-c2cc(NCCc3cccnc3)n3nccc3n2)cc1	·	-11	2

Continuation:
SMILES	mcGAS inh	hcGAS lum	NPYLR7 agonist
CCC(Cn1ccnc1)NC(=O)c1sc2ccccc2c1C (configuration not stated)	-11	-8	22
Cc1ccc(-c2cc(C(=O)N3CCCC(C(=O)c4ccc5c(c4)OCO5)C3)n[nH]2)o1 (configuration not stated)	-6	-2	14
CCOc1ccc(C(=O)Nc2cccc(C3(C)NC(=O)NC3=O)c2)cn1 (configuration not stated)	·	-7	10
COc1ccc2cc(C(=O)OCC(=O)NCc3ccco3)ccc2c1	·	-16	22
CCOC(=O)c1[nH]c(C)c(C(C)=O)c1C	·	4	-2
NC(=O)C1CCN(C(=O)CSc2nnc(N)s2)CC1	·	6	3
CCC(C)N(Cc1ccccc1OS(=O)(=O)CC)C(=O)c1ccccc1Cl (configuration not stated)	-5	-6	22
Cc1noc(C)c1Cn1c(C)c(C(=O)NCc2ccc(F)cc2)sc1=O	·	-5	19
COCCN(CCOC)C(=O)c1sc2nc(-c3ccccc3)cn2c1C	-6	-4	6
CCS(=O)(=O)c1cccc(NC(=O)N2CCC(C(C)C)CC2)c1	-1	-2	1
O=c1c2c(n3cnnc3n1C1CCCCC1)-c1ccccc1CC21CCCCC1	-6	-13	-2
COc1ccc(CN2C(=O)N(CC(C)C)C3(CCN(Cc4cc(F)ccc4F)CC3)C2=O)cc1	-14	-2	12
Cc1ccc(C2=N/C(=C\C=C\c3ccccc3)C(=O)O2)cc1	·	-7	-1
O=S(=O)(NCc1ccccc1)c1ccc2c(c1)OCCCO2	·	11	-7
O=C(CCc1cccnc1)N1CCC(n2cnc3ccc(F)cc32)CC1	-4	-7	10
Cc1cccnc1C(NC(=O)C1CCN(CCOc2ccc(Br)cc2)CC1)c1ccccc1 (configuration not stated)	-3	-5	7
CCn1nccc1C1CCCN1C(=O)C12CC3CC(CC(C3)C1)C2 (configuration not stated)	0	1	·
CCOC(=O)c1cc(-c2ccc(C)c(C)c2)n(-c2ccc(C(=O)NC3CCCc4ccccc43)cc2)n1 (configuration not stated)	1	2	-3
Cn1cccc1CC(=O)NN=Cc1ccccc1C(F)(F)F	-9	-5	22
CCOC(=O)C=CC(=O)OCC(=O)c1ccc(Cl)s1	·	-7	-1
COCOc1ccc(-c2ncc(OC)nc2NC(=O)c2c(C)noc2C)cc1	-2	-5	8
Oc1ccc(-c2csc(Cc3c(F)cccc3Cl)n2)c(O)c1	·	1	-3
CC1(C)CC(=O)C2=C(C1)OC(=N)C(C#N)C21C(=O)Nc2ccc(Br)cc21 (configuration not stated)	1	-2	-3
Cc1noc(COc2ccccc2OCc2onc(C)c2Cl)c1Cl	·	-5	0
COc1ccc(N2CCn3c(SCc4ccccc4C)nnc32)cc1	-9	-2	16
Cc1ccccc1C(=O)N=Nc1c(O)[nH]c2ccc(Br)cc12	-1	0	-6
CCCC[P+](c1ccccc1)(c1ccccc1)c1ccccn1	-6	-3	-1
Cc1cc(C)n(-c2nnc(C)n2NS(=O)(=O)c2ccc(F)cc2)n1	·	5	-4
CC(=Nn1c(C)nc2sc3c(c2c1=O)CCCC3)N(C)C	·	4	-4
CCC(C)CN(CC(=O)N1CCc2sccc2C1COc1ccc(C(C)C)cc1)C(=O)c1cccc(OC)c1 (configuration not stated)	-1	0	-3
COc1ccc(CN2CCn3nc(C(=O)NCCOc4ccccc4)cc3C2=O)cc1	-4	-5	17
O=C1NC2(CCN(C(=O)c3cccc([N+](=O)[O-])c3)CC2)Nc2cccc(Cl)c21	-6	-9	0
CCC(NC(=O)C(C)(C)c1ccccc1)c1ccnn1C (configuration not stated)	·	-1	-1
